Screening results: PubChem, National Center for Advancing Translational Sciences (NCATS)
HTT ATP protect = protects HTT-Q103 PC12 cells, measured by ATP | PC12 HTT-Q103 induced, cytoprotection, ATP luminescence, 40 h | 0.14% of 230,000 active | AID 1471 | Potency, µM (highest dose often 56.4 µM), for inactives: cytoprotection (ATP increase), hits mostly activators;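 further: % of control where 0% means no effect; nearly all actives have a fitted effect of over 45% in size; toxic huntingtin expression switched on by the ecdysone agonist tebufenozide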
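Quantitative HTS on tebufenozide-induced (100 nM) PC12 cells expressing HTTQ103 exon 1–GFP; compounds tested as a concentration series; survival measured via cellular ATP.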
Tau fluor cs = counter-screen for tau fibril formation inhibitors; tau K18 P301L Alexa594 fluorescence, heparin fibrillization; Potency, µM (titrated, usually from 57.7 µM), inactives show at the highest dose activity change, negative = decrease; 0.93% of 280,000 active; AID 1463; further: on the % scale 0 is the no-effect control and ±100 the full control effect; nearly all actives have a fitted effect of over 55% in size
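Human K18 P301L tau (15 uM unlabeled plus 0.24 uM Alexa 594-labeled, final) in 100 mM sodium acetate pH 7 was mixed with compound and 20 uM heparin and incubated 6 hr at 37 C.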
L3MBTL1 inh = L3MBTL1 (human) inhibition | Q9Y468 | Potency, µM (top dose mostly 57.1 µM), without a hit: at the top dose activity, negative = inhibition, hits mostly inhibitors | AlphaScreen L3MBTL1–H3K9me1 peptide binding | 0.66% of 230,000 active; further: on the % scale 0 is the no-effect control and ±100 the full control effect; nearly all actives have a fitted effect of over 60% in size
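Read-out is AlphaScreen signal from streptavidin donor and nickel chelate acceptor beads (10 ug/mL final each) bridging L3MBTL1 (50 nM) and biotinylated K9-monomethylated H3(1-15) peptide (75 nM), after 30 min compound exposure at room temperature.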
TR SRC2 fluor cs = alters Texas Red total fluorescence, flagging assay interference. TRb/SRC2 Texas Red total fluorescence interference. Potency, µM (titrated, usually from 106 µM), for inactives: at the highest dose fluorescence change, negative = quenching. 0.29% of 280,000 active. AID 1479; active means well fitted curve in either direction with a large enough effect; inconclusive means small, poorly fitted or top-dose-only effect; further: on the % scale 0 is the no-effect control and ±100 the full control effect
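Flags fluorescent or light-absorbing compounds by total fluorescence, S + 2P, at 555 nm excitation and 632 nm emission. Mixture: 20 nM Texas Red SRC2 peptide, 0.6 uM human TRb LBD, 1 uM T3, 5% DMSO; compound exposure 5 h at ambient temperature.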
Tau fibril FP = inhibitors of human tau fibril formation | P10636 | K18 P301L tau heparin fibrillization, Alexa594 FP, 6 h | Potency, µM (top dose mostly 57.7 µM), inactives show at the top dose activity, negative = inhibition, usual class: inhibitors | 0.39% of 280,000 active | AID 1468; further: on the % scale 0 is the no-effect control and ±100 the full control effect; nearly all actives have a fitted effect of over 55% in size
Target sequence (P10636 561-689 P618L limits assumed): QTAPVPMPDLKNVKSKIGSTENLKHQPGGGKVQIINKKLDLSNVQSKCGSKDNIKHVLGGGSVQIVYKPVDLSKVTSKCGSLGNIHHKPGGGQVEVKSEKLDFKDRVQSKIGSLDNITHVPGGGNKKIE
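Read-out: fluorescence polarization of Alexa 594-labeled tau (0.24 uM), 555 nm excitation, 632 nm emission. Mixtures held 15 uM unlabeled K18 P301L, compound and 20 uM heparin, pH 7 acetate buffer, incubated 6 hr at 37 C.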
Tau fibril ThT = inhibitors of human tau fibril formation, thioflavin T binding. P10636. recombinant tau K18 P301L (four-repeat tau fragment), heparin-induced fibrillization, ThT fluorescence. Potency, µM (titrated, usually from 57.4 µM), without a hit: at the highest dose activity, negative = inhibition, usual class: inhibitors. 2.1% of 270,000 active; further: on the % scale 0 is the no-effect control and ±100 the full control effect; nearly all actives have a fitted effect of over 55% in size
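In this qHTS, human K18 P301L tau is incubated with compound and heparin for 6 hr at 37 C, and Thioflavin T fluorescence then reports fibril load.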
RECQ1 inh = blocks DNA unwinding by human RECQ1; P46063; RECQ1 DNA unwinding, red fluorescence kinetic read; Potency, µM (titrated, usually from 57.3 µM), inactives show top-dose activity, negative = inhibition, actives largely listed as inhibitors; 0.54% of 240,000 active;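 further: plate controls were vehicle for no effect and no enzyme for full effect; nearly all actives have a fitted effect of over 30% in size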
Target sequence (P46063 whole entry, looked up): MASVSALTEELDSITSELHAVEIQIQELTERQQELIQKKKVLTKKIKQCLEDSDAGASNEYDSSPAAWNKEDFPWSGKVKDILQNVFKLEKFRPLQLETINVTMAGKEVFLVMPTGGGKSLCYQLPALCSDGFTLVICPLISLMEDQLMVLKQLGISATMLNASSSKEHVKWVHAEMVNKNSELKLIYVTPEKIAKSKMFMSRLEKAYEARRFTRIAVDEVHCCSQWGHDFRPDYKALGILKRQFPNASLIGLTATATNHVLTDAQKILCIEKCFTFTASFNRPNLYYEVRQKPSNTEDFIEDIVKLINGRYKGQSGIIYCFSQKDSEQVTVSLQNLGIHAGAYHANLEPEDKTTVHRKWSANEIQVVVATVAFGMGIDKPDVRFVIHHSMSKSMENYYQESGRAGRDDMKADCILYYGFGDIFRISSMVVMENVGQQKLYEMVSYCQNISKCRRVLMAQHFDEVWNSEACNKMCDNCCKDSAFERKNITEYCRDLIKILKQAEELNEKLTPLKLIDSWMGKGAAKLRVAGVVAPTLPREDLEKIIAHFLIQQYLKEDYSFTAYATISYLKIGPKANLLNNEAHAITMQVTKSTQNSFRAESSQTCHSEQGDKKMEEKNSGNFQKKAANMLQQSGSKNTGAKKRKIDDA
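RECQ1T1 50 nM; forked duplex (20 bp + 30-nt ss tails) 200 nM, ATP 2 mM final; pH 8.0, 2 mM MgCl2, 2.5 ug/ml poly(dI-dC); 15 min compound preincubation; discontinuous kinetic read over 2 h at RT.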
TRb-SRC2 inh = inhibitors of human thyroid hormone receptor beta-SRC2 interaction; P10828; TRbeta-SRC2 peptide binding, fluorescence polarization; receptor liganded with 1 µM T3; Potency, µM (doses to about 106 µM), without a hit: at the highest dose activity change, negative = inhibition, hits mostly inhibitors; 0.065% of 280,000 active;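 further: plate controls were bound peptide for no effect and peptide without receptor for full effect; nearly all actives have a fitted effect of over 50% in size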
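Decrease in fluorescence polarization of 20 nM Texas Red SRC2 coactivator peptide flagged inhibition of its binding to 0.6 uM TRb LBD; 1 uM T3 included, incubation 5 hr, ex 555/em 632 nm.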
* = called active by the depositor; i = inactive; u = inconclusive; x = no result given; & = joins results of further samples; [ ] = remark or other dose. Unless noted, the call rests on the fitted dose curve; in most records, active means well fitted curve in the direction sought with a large enough effect; inconclusive means small, poorly fitted or top-dose-only effect, or another doubt; inactive means no such curve, though single readings can be large; an effect the other way counts as inactive or inconclusive. Potency means the concentration at half of the fitted maximal effect.

Second line of a record: HTT ATP protect, Tau fluor cs, L3MBTL1 inh, TR SRC2 fluor cs, Tau fibril FP, Tau fibril ThT, RECQ1 inh, TRb-SRC2 inh
CCCN1C(=O)C2(/C(=C(\O)c3ccc4c(c3)OCCO4)C(=O)C(=O)N2CCCOC)c2ccccc21 (stereo unspecified)
→ 9%, -1%, -7%, -3%, 8%, -11%, -1%, 2%
CCC(C)[C@H](NC(=O)N1CCN(c2cccc(C(F)(F)F)c2)CC1)C(=O)OC (stereo partly specified)
→ -5%, -15%, x, 2%, 2%, -16%, -10%, -4%
COC(=O)c1ccc(NC(=S)Nc2ccc3ccccc3c2)cc1
→ -9%[10 µM], -21%, -5%, 0%, 4%, -6%, -5%, -3%
NS(=O)(=O)c1ccc(NC(=O)c2c(F)cccc2Cl)cc1
→ -2%[10 µM], 5%, 4%, 0%, -4%, 6%, i, -5%
CCN(C(=O)COc1ccc(C)nc1[N+](=O)[O-])C1CCS(=O)(=O)C1 (stereo unspecified)
→ x, 0%, 4%, -1%, -2%, 0%, -8%, -10%
Cc1ccc(NC(=O)COC(=O)/C=C/c2ccc(Br)o2)cc1S(=O)(=O)N(C)C
→ -8%, u, -29%, 0%, -9%, -11%, i, -1%
CNC(=O)C1CCC(Cn2c(=O)c3sccc3n(CC(=O)NCc3ccc(F)cc3)c2=O)CC1 (stereo unspecified)
→ x, -3%, x, 4%, -10%, -2%, x, 4%
O=C(COc1ccc(Cl)cc1)Nc1ccc(Cc2ccncc2)cc1
→ -18%[10 µM], -11%, 5%, 1%, 11%, -2%, i, -1%
CCN(CC)S(=O)(=O)c1ccc(OC)c(NC(=O)CSc2ccccc2)c1
→ -15%, -18%, 6%, -2%, 5%, -9%, -10%, 7%
CCC(C(=O)O/N=C(\N)c1cccc(C)c1)c1ccccc1 (stereo unspecified)
→ -21%, -11%, x, 1%, -2%, -7%, i, 4%
N/C(Cc1cccc2ccccc12)=N\OC(=O)c1cccs1
→ 19%[10 µM], -18%, -1%, 26%, -8%, u, 11%, u
CSc1nc2c(c(=O)[nH]1)C(c1ccccc1Cl)CC(=O)N2 (stereo unspecified)
→ 5%, 1%, 19%, -3%, 4%, 0%, -9%, 4%
Cc1ccccc1NS(=O)(=O)c1ccc(C)c(C(N)=O)c1
→ 4%, -1%, 2%, -4%, 0%, -6%, 10%, -13%
COC(=O)[C@H](Cc1ccccc1)NC(=O)[C@@]1(C)C[C@@H]1[C@@H](NC(=O)OCc1ccccc1)c1ccccc1
→ -5%, -13%&-18%, -2%, -1%&-2%, 9%&11%, u, -8%, 8%&4%
O=C(CN(c1ccc(Cl)cc1)S(=O)(=O)c1ccc(Cl)c([N+](=O)[O-])c1)NCCc1ccccc1
→ 12%, 10%, -9%, 1%, 4%, 13%, -3%, 6%
CCN(Cc1ccccc1)C(c1ccc(C)cc1)c1nnnn1C(C)(C)C (stereo unspecified)
→ 0%, -5%, x, -1%, -3%, -13%, -12%, 11%
Cc1cccc(NC(=O)CCCN2C(=O)c3ccccc3C2=O)n1
→ 1%, -4%, 0%, -2%, -2%, -10%, -2%, -1%
CCOc1ccc(OCC)c(NC(=O)C2CCN(S(=O)(=O)c3c(C)[nH]c(=O)[nH]c3=O)CC2)c1
→ -20%, -10%, x, 1%, 6%, -7%, 6%, -8%
Nc1nc(SCC(=O)NCCCN2CCOCC2)nc2sc3c(c12)CCC3
→ -1%, -10%, 45%[activator], -1%, 1%, -5%, 5%, -13%
Cc1cc(=O)[nH]c2nnc(SCc3ccc(Cl)cc3)n12
→ x, 8%, x, 0%, -9%, -2%, x, -12%
O=C(COc1ccc(S(=O)(=O)NC2CCCCC2)cc1)Nc1ccc2c(c1)OCCO2
→ -7%, u, -1%, 1%, 0%, -4%, -7%, -3%
CCCCCCSc1nnc(N)s1
→ 2%[10 µM], -7%, 0%, -1%, -4%, -2%, i, 9%
Cc1ccc(-c2[nH]ncc2/C=N/n2c(COc3ccccc3C)nc3ccccc3c2=O)cc1
→ -10%[10 µM], -14%, 6%, 2%, u, 7%, -2%, 4%
COC(=O)CCC(C)C1CCC2C3C(C[C@H](O)C12C)C1(C)CC[C@@H](O)CC1C[C@H]3O (stereo partly specified)
→ 8%[1.9 µM], 7%, x, 0%, 17%, -10%, i, -8%
CCN(CC)S(=O)(=O)c1ccc(C)c(NC(=S)N2CCN(Cc3ccc4c(c3)OCO4)CC2)c1
→ -45%, -13%, -15%, -1%, 0%, -6%, i, 9%
CCN(C(=O)C1CCC(CNS(=O)(=O)c2cccc3nsnc23)CC1)c1ccc(C)c(C)c1 (stereo unspecified)
→ x, -20%, x, 3%, 11%, -18%, x, -7%
COCCNC(=O)Cn1cc(C(=S)N2CCOCC2)c2ccccc21
→ -33%, 6%, 1%, -1%, -3%, 3%, i, 1%
O=C1c2ccccc2C(=O)N1c1ccc(Cl)cc1
→ -5%, 0%, x, -1%, 10%, -11%, -3%, -4%
CC(Oc1ccc(O)cc1)(P(=O)(O)O)P(=O)(O)O
→ 9%, -7%, x, 2%, 1%, -8%, -6%, 6%
CCc1cnc2c(c1SCC(=O)NCc1ccc(F)cc1)c(=O)n(C)c(=O)n2C
→ x, 0%, x, -3%, -5%, -2%, x, -7%
CCCNC(=O)c1ccc2c(c1)CCN2S(C)(=O)=O
→ -28%, 7%, 1%[11.4 µM], -5%, 5%, -1%, i, -1%
CN1CCN(CCC(=O)N/N=C/C=C2\N(C)c3ccccc3C2(C)C)CC1
→ -4%, 2%, -21%, -2%, -6%, u, -8%, -2%
CC1Cc2cc(S(=O)(=O)NCc3ccccc3Cl)ccc2N1C(=O)C1CCC1 (stereo unspecified)
→ x, -10%, x, -29%, 3%, -5%, x, -1%
CC(C)(C)C(=O)Cn1c(NCCO)nc2ccccc21
→ -6%[1.9 µM], -4%, 8%, 0%, -7%, -6%, -5%, -14%
O=C1CC(Sc2nnnn2-c2ccccc2)C(=O)N1c1cccc(Cl)c1 (stereo unspecified)
→ 26%[10 µM], -26%, -3%, -5%, 2%, u, -24%, 2%
CCCCN(C(=O)c1cnc2n(c1=O)CCS2)c1ccccc1
→ -22%[10 µM], 4%, 3%, -2%, -1%, -7%, -1%, -19%
CCn1c(=O)c(C(=O)CN2CCCc3ccccc32)c(N)n(Cc2ccccc2)c1=O
→ -15%[0.074 µM], u, -12%, 1%, u, -14%, -3%, -14%
CCS(=O)(=O)N1CCC(C(=O)Nc2cccc(C(C)=O)c2)CC1
→ 28%[10 µM], -17%, 4%, -4%, -8%, -17%, 8%, 6%
CCOc1ccc(NC(=S)NNc2ccnc3cc(Cl)ccc23)cc1
→ -9%, u, -30%, -1%, -4%, 13µM*, -5%, -7%
Cc1cc(N2CCOCC2)n2cc(-c3ccccc3)nc2n1
→ -8%[10 µM], 7%, 1%, -3%, 6%, 0%, i, -6%
O=c1c2c(nc3n1CCCCC3)sc1c(O)c(Br)ccc12
→ -95%[inhibitor], -14%, x, -4%, 9%, u, -7%, -8%
Cc1cccc(-n2c(N)cc(=O)nc2SCC(=O)Nc2nnc(C)s2)c1
→ -7%, -12%, x, -4%, -3%, -16%, -14%, -4%
COc1ccc(Nc2nc(Nc3ccc(OC)cc3OC)nc(N3CCOCC3)n2)c(OC)c1
→ x, 2.8µM*[quencher], x, -3%, 3%, u, x, 3%
CC12CCC(C/C1=N\N=C1\NC(=O)/C(=C\c3cccc(Br)c3)S1)C2(C)C (stereo unspecified)
→ 1%[10 µM], -14%, -7%, -2%, u, u, 0%, -5%
Nc1nc(CSc2ncn(-c3ccccc3)n2)cs1
→ -11%, -5%, -6%, -4%, -3%, -8%, -3%, -3%
CC(CCc1ccccc1)NC(=O)COC(=O)c1cccs1 (stereo unspecified)
→ -11%[10 µM], 0%, 3%, -4%, -2%, -3%, i, -3%

These rows are one share of the data; count on the stated rates, not on these rows.
